Source: PubChem
NALP3 yeast inh: blocks the NALP3 inflammasome reconstituted in yeast; Yeast reconstituted NLRP3/ASC/caspase-1, beta-gal luminescence, 24 h; inhibition, % at 10 µM; actives 0.39% (n = 330,000);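 active = inhibition of 50% or more; inactive = inhibition below 50%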;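 note: plate controls were induced DMSO wells for no effect and uninduced yeast grown without galactose for full effect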
PfG6PD inh: PfG6PD (Plasmodium falciparum) enzyme inhibition. AID 504690. inhibition, % at 20 µM. PfGluPho enzyme, NADPH resazurin-diaphorase fluorescence. actives 0.78% (n = 350,000);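 active = inhibition reaching at least a set limit at 20 µM in the primary screen, cut at about 59% in these data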;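 note: 0% = DMSO wells with substrate and 100% = DMSO wells lacking glucose-6-phosphate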
SENP8 block-1: inhibitors of human SENP8 protease; Q96LD8; purified SENP8, Z-RLRGG-aminoluciferin cleavage, luminescence; inhibition, % at 10 µM; actives 1.2% (n = 330,000); AID 2540; in the data active = inhibition above about 50%
SENP7 inh: SENP7 protease inhibition | recombinant SENP7, Z-RLRGG-aminoluciferin luminescence, 40 min | Q9BQF6 | AID 434973 | inhibition, % at 5 µM | actives 1.5% (n = 330,000);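 active = inhibition above about 50% at the single test dose, limit read from the data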;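 note: plate controls were DMSO with enzyme for no effect and no enzyme buffer wells for full effect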
Target sequence (Q9BQF6 706-1050 limits assumed): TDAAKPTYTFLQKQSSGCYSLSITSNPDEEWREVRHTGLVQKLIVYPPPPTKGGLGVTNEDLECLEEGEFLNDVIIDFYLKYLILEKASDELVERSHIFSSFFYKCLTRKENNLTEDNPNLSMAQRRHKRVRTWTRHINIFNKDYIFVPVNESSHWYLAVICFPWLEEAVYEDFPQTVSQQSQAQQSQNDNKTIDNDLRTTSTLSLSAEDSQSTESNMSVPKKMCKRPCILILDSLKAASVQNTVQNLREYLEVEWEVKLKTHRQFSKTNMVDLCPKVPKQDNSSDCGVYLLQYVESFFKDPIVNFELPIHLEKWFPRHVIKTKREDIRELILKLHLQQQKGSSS
SENP8 block-2: SENP8 (human) protease inhibition; Q96LD8; recombinant SENP8, Nedd8 substrate fluorescence; inhibition, % at 20 µM; actives 0.64% (n = 360,000); AID 602440; in the data active = inhibition mostly above about 40%, no sharp cut-off; inactive = mostly below about 27%
SENP6 inh: inhibitors of human SENP6 protease; AID 2599; actives 1.8% (n = 330,000); Q9GZR1; Recombinant SENP6 catalytic domain, aminoluciferin luminescence; inhibition, % at 10 µM;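 active = inhibition above about 50% at the single tested dose, limit read from the data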;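 note: plate controls were DMSO wells with enzyme for no effect and DMSO wells lacking enzyme for full effect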
Target sequence (Q9GZR1 628-1112 limits assumed): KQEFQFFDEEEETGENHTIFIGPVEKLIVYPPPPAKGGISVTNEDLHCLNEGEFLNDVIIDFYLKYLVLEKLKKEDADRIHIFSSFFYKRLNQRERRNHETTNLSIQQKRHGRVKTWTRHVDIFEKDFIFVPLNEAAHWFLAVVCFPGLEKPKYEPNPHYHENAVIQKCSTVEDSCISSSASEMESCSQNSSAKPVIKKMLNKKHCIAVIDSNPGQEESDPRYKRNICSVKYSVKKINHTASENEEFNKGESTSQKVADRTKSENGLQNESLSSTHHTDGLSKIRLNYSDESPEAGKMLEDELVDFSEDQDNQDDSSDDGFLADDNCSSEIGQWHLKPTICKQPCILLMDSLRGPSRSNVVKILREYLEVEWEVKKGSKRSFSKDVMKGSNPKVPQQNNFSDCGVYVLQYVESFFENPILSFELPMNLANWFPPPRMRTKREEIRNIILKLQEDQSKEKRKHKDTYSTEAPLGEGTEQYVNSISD
Apaf-1 inh: inhibitors of human Apaf-1 apoptosome. O14727. reconstituted apoptosome caspase-3 activity, DEVD-Rh110 fluorescence. inhibition, % at 20 µM. actives 0.71% (n = 330,000). AID 489030; active = inhibition of at least 40% at 20 µM;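 note: plate controls were DMSO wells for no effect and DEVD-CHO caspase inhibitor wells for full effect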
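detection = Rh110 fluorescence intensity | test system = biochemical Apaf-1 apoptosome reconstitution | also added = cytochrome c and DEVD-Rh110 substrate | schedule = 30 min plus 50 min, RT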
HKDC1 inh: blocks human hexokinase HKDC1 activity. Q2TB90. AID 493160. actives 0.16% (n = 340,000). recombinant HKDC1, G6PDH/diaphorase resazurin coupled fluorescence. inhibition, % at 20 µM;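 active = inhibition above about 35% when tested at 20 µM, limit read from the data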;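 note: plate controls were DMSO wells with enzyme for no effect and DMSO wells lacking enzyme for full effect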
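Assay system: recombinant HKDC1 hexokinase; detection: coupled resazurin fluorescence, excitation 525 nm, emission 613 nm; benchmarks: DMSO-plus-enzyme-mix negative control, buffer-substituted positive control; compound dosing: single 20 µM dose; schedule: 90 min at room temperature in dark; also added: glucose plus 1 mM ATP as hexokinase substrates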
SENP1 FRET inh: SENP1 (human) catalytic domain inhibition; recombinant SENP1 catalytic domain, CyPet-SUMO1-YPet FRET cleavage; inhibition, % at 10 µM; actives 0.21% (n = 360,000); AID 624204;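 active = inhibition at least 30% at 10 µM, raw YFP signal under a set limit, fluorescence ratio 0.5 to 1.5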;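 note: 0% = enzyme with DMSO and 100% = no enzyme wells; some results filed as inactive read as strong as hits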
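Test system: hSENP1 catalytic domain, recombinant; Amount: 20 pM final SENP1 enzyme; Medium: Tris pH 8 buffer plus EDTA, NaCl, BME, BSA, NP40, catalase; Schedule: 50 min enzyme reaction, room temperature, light-protected; Technique: FRET fluorescence in CFP and YFP emission channels; Controls: no-enzyme wells low, DMSO-plus-enzyme wells high control.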
The depositor's hits bear a star; . = no result given; & = joins results of further samples.

1: Cc1noc(C)c1CSc1cc(C)c2ccccc2n1
2: COc1ccccc1-c1cc(SC)c(C#N)c(=O)o1
3: O=C(CN1C(=O)NC2(CCCCC2)C1=O)NCc1ccc2c(c1)OCO2
4: COc1ccc(NC(=O)CSc2nc(O)cc(=O)n2C)cc1
5: Cc1cccc(-c2nc3ccccc3c(=O)n2N)c1
6: CCC(=O)NCCc1nc2cc(NC(=O)COc3ccccc3)ccc2n1C
7: CCn1nc(C(=O)NNC(=O)C2CSC3(C)CCC(=O)N23)c2ccccc2c1=O (stereo unspecified)
8: Cc1cc(C(=O)N2CCCC(N3CCN(c4cccc(C(F)(F)F)c4)CC3)C2)nn1C (stereo unspecified)

assay / compound	1	2	3	4	5	6	7	8
NALP3 yeast inh	49	-5	9	12	-1	8	1	2
PfG6PD inh	6	-1	-8	-23	-11	-2	2	-3
SENP8 block-1	-2	-2	3	2	5	-5	-1	-1
SENP7 inh	3	-5	9	-2	3	-12	-3	-1
SENP8 block-2	10	-224	7	19	8	9	5	1
SENP6 inh	-7	-1	-17	-4	-25	-21	-8	13
Apaf-1 inh	6	-2	-9	-8	-4	21	-10	-11
HKDC1 inh	-5	-3	-11	-5	1	-4	-3	-3
SENP1 FRET inh	1	-55	-1	0	2	0	1	1

9: CC(c1ccco1)N(C(=O)c1ccccc1NS(=O)(=O)c1ccc(Cl)cc1)c1ccccn1 (stereo unspecified)
10: Cc1ccc(S(=O)(=O)N(CC(=O)N=Nc2c(O)[nH]c3ccccc23)c2ccc(C)c(C)c2)cc1
11: CCC(C)NC(=O)NC(=O)N(C1CCCCC1)S(C)(=O)=O (stereo unspecified)
12: Cc1cc(NC(=O)CSc2nc3ccccc3n2CC(=O)N2CCCCC2)no1
13: CCn1c(CNC(=O)c2ccccc2)nc2ccccc21
14: CCOC(=O)c1c(C)n(C)c2ccc(OC)c(NC(=O)CN3CCC(C(=O)OCC)CC3)c12
15: COc1ccc(-c2noc(CSc3nnc(Cc4ccccc4)n3-c3cccc(C)c3)n2)cc1OC
16: CCN(CC(=O)Nc1ccc(NC(C)=O)cc1)C(=O)Cc1ccc(S(=O)(=O)N2CCOCC2)s1

assay / compound	9	10	11	12	13	14	15	16
NALP3 yeast inh	24	.	-3	8	10	11	6	12
PfG6PD inh	-14	-10	-13	-14	-16	6	11	10
SENP8 block-1	-5	.	-4	2	-83	0	3	13
SENP7 inh	2	.	0	1	3	-16	-2	-2
SENP8 block-2	-72	16	-5	14	10	-1	15	-6
SENP6 inh	-6	.	5	-2	-3	-15	-20	-8
Apaf-1 inh	6	.	-2	-9	3	14	15	-4
HKDC1 inh	-3	1	-6	-5	-4	0	-9	-4
SENP1 FRET inh	-4	2	0	1	1	2	0	-1

17: CCC(CC)NC(=O)c1ccccc1Oc1ccccc1
18: Nc1nc(SCC(=O)c2cc(F)ccc2F)n[nH]1
19: O=C(NCCN1CCOCC1)c1cc(-c2ccc(Cl)cc2Cl)on1
20: CCOc1ccc(NC2=CC(=O)CC(c3ccco3)C2)cc1 (stereo unspecified)
21: NC1=NC(c2ccc(Br)cc2)n2c(nc3ccccc32)N1 (stereo unspecified)
22: CC(CCc1ccco1)NC(=O)Nc1cccc(F)c1 (stereo unspecified)
23: COc1ccc(-n2cnc3cc(NCc4cccs4)ccc32)cc1
24: c1ccc(-c2nn3c(Cn4cnc5ccccc54)nnc3s2)cc1

assay / compound	17	18	19	20	21	22	23	24
NALP3 yeast inh	-11	12	47	-1	13	-1	18	1
PfG6PD inh	-6	-7	-3	-4	6&-10	10	33	64*
SENP8 block-1	10	-9	-11	-8	2	-2	-3	-5
SENP7 inh	4	-5	-8	5	7	-2	-1	3
SENP8 block-2	9	0	7	-30	7&4	10	-189	14
SENP6 inh	-11	-22	-13	0	-9	-1	8	5
Apaf-1 inh	6	6	13	-6	-2	-28	16	-7
HKDC1 inh	1	-6	-1	-9	-1&7	-2	1	-21
SENP1 FRET inh	2	-1	1	-121	3&1	-7	-22	-2

25: CNc1oc(-c2cccs2)nc1S(=O)(=O)c1ccccc1
26: Cc1ccc(CN2CCSc3ccc(C(=O)NCc4ccccn4)cc32)cc1
27: CCOC(=O)C1CCN(C(=O)c2cccs2)CC1
28: O=C(Nc1ccc(NC(=O)c2ccccn2)cc1)C(=O)Nc1ccc2c(c1)OCCO2
29: C#CC(=O)CCC1CCCN1C(=O)OC(C)(C)C (stereo unspecified)
30: COc1ccccc1C1Nc2cccc3cccc(c23)N1
31: COc1ccccc1CNc1nc2nc(C)c(Cl)c(=O)n2[nH]1
32: CCOC(=O)c1c(C)[nH]c(C)c1C(=O)COC(=O)c1ccc(O)cc1

assay / compound	25	26	27	28	29	30	31	32
NALP3 yeast inh	16	24	17	3	19	12	12	3
PfG6PD inh	-8	17	-23	-9	5	38	1	18
SENP8 block-1	2	1	2	6	8	31	-7	3
SENP7 inh	11	-6	2	-7	3	13	12	-4
SENP8 block-2	-93	-395	18	-39	-6	-178	-6	10
SENP6 inh	-13	2	10	-19	-2	60*	-2	-1
Apaf-1 inh	-5	21	-7	-1	8	51*	0	-27
HKDC1 inh	3	5	-5	-2	-4	12	-1	-4
SENP1 FRET inh	1	-1	1	2	-16	-2	-3	-3

33: CC(C)CNS(=O)(=O)c1ccc(CCC(=O)NCCc2ccccc2)cc1
34: O=C(NCc1ccccn1)C1(C(F)(F)F)C/C(=C\CCO)CCCO1 (stereo unspecified)
35: O=C(COC(=O)c1ccccc1C(=O)c1ccc(Cl)c([N+](=O)[O-])c1)NC1CC1
36: CSCCC(=O)N1C(C)CCCC1C(=O)O (stereo unspecified)
37: COc1cc(C(=O)Nc2nc(-c3ccc(F)cc3)cs2)ccc1OCC(=O)N1CCOCC1
38: NC(=O)c1ccsc1NC(=O)COC(=O)/C=C/c1ccccc1[N+](=O)[O-]
39: Nc1ccn(Cc2ccccc2F)n1
40: CC(C)(C)CC(=O)NC(=S)Nc1ccccc1[N+](=O)[O-]

assay / compound	33	34	35	36	37	38	39	40
NALP3 yeast inh	17	16	-14	12	11	-10	-3	29
PfG6PD inh	7	-6	1	2	13	13	-5	33
SENP8 block-1	2	0	-1	4	15	-13	1	2
SENP7 inh	4	17	-16	7	6	-8	13	-1
SENP8 block-2	8	8	22	25	-109	8	4	11
SENP6 inh	-6	1	4	-14	7	-14	-5	6
Apaf-1 inh	-2	9	-15	3	-2	7	-15	-7
HKDC1 inh	-6	-7	2	-2	-13	0	-1	-13
SENP1 FRET inh	1	0	1	-1	-3	0	3	1

41: COc1ccc(CNC(=O)COC(=O)c2sccc2C)cc1OC
42: CCCCCCCNC1=CC(=O)CC(c2ccco2)C1 (stereo unspecified)
43: O=C(Nc1nccs1)C1CCCCN1S(=O)(=O)c1ccccc1 (stereo unspecified)
44: Cc1cc(C)c2c(=O)n(CC(=O)NCCCN3CCN(c4ccccc4F)CC3)sc2n1
45: CC(Sc1nnc(Nc2ccccc2F)s1)C(=O)NC1CC1 (stereo unspecified)
46: Cc1ccc(C(=O)N2CCN(Cc3ccc4c(c3)OCO4)CC2)cc1S(=O)(=O)N1CCOCC1
47: CC1CCCC(N2CCN(S(=O)(=O)c3ccccc3)CC2)C1 (stereo unspecified)
48: NC(=O)c1oc2ccccc2c1NC(=O)Cc1ccccc1

assay / compound	41	42	43	44	45	46	47	48
NALP3 yeast inh	-6	14	-7	-2	9	2	16	17
PfG6PD inh	20	-10	26	99*	-8	-10	-11	0
SENP8 block-1	9	-9	1	-2	1	-1	-2	-6
SENP7 inh	8	-2	-6	3	-5	11	-2	14
SENP8 block-2	8	20	45*	.	-1	15	10	-45
SENP6 inh	11	3	14	-6	5	-27	-16	4
Apaf-1 inh	-4	22	-3	3	-7	1	1	1
HKDC1 inh	-6	4	0	0	3	-2	-1	-6
SENP1 FRET inh	1	-6	1	.	4	0	1	1

49: Cc1ccc(C2=NN3C(=O)c4ccccc4C3C2)cc1 (stereo unspecified)
50: CCc1nc(SCC(=O)Nc2cccc3ccccc23)[nH]c(=O)c1C
51: COc1ccc2c(Cl)c(C(=O)N/N=C/c3ccc4c(c3)OCO4)sc2c1
52: CCn1c(SCc2ccccc2)nnc1-c1cccnc1

assay / compound	49	50	51	52
NALP3 yeast inh	25	18	12	-15
PfG6PD inh	0	3	-13	1
SENP8 block-1	-7	-5	1	-2
SENP7 inh	-1	-6	0	13
SENP8 block-2	-8	8	-397	2
SENP6 inh	-5	-15	-14	2
Apaf-1 inh	-12	4	8	0
HKDC1 inh	-4	-1	3	-15
SENP1 FRET inh	-3	0	0	2

Of the compounds above, 7 have a thiophene ring, fused or not:
16: CCN(CC(=O)Nc1ccc(NC(C)=O)cc1)C(=O)Cc1ccc(S(=O)(=O)N2CCOCC2)s1
23: COc1ccc(-n2cnc3cc(NCc4cccs4)ccc32)cc1
25: CNc1oc(-c2cccs2)nc1S(=O)(=O)c1ccccc1
27: CCOC(=O)C1CCN(C(=O)c2cccs2)CC1
38: NC(=O)c1ccsc1NC(=O)COC(=O)/C=C/c1ccccc1[N+](=O)[O-]
41: COc1ccc(CNC(=O)COC(=O)c2sccc2C)cc1OC
51: COc1ccc2c(Cl)c(C(=O)N/N=C/c3ccc4c(c3)OCO4)sc2c1

assay / compound	16	23	25	27	38	41	51
NALP3 yeast inh	12	18	16	17	-10	-6	12
PfG6PD inh	10	33	-8	-23	13	20	-13
SENP8 block-1	13	-3	2	2	-13	9	1
SENP7 inh	-2	-1	11	2	-8	8	0
SENP8 block-2	-6	-189	-93	18	8	8	-397
SENP6 inh	-8	8	-13	10	-14	11	-14
Apaf-1 inh	-4	16	-5	-7	7	-4	8
HKDC1 inh	-4	1	3	-5	0	-6	3
SENP1 FRET inh	-1	-22	1	1	0	1	0
